# SENP1 inh – blocks the human SENP1 SUMO protease catalytic domain; inhibition, % at 10 µM; recombinant SENP1 catalytic domain, CyPet-SUMO1-YPet FRET cleavage; 360,000 tested, 0.21% active; Q9P0U3; AID 624204;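 active = inhibition at least 30% at 10 µM, raw YFP signal under a set limit, fluorescence ratio 0.5 to 1.5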;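 note: 0% = enzyme with DMSO and 100% = no enzyme wells; some results filed as inactive read as strong as hits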
#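 Test system: recombinant human SENP1 catalytic domain, His6-tagged / Medium: pH 8 Tris buffer with EDTA, NaCl, BME, BSA, NP40, catalase / Also added: SUMO1 FRET substrate flanked by Cypet and Ypet, 25 nM / Times: 50 min reaction at room temperature / Signal: FRET, CFP and YFP emission / Control set: no-enzyme low control and enzyme-plus-DMSO high control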
# SENP8 block-1 – SENP8 protease inhibition | 330,000 tested, 1.2% active | inhibition, % at 10 µM | AID 2540 | purified SENP8, Z-RLRGG-aminoluciferin cleavage, luminescence; in the data active = inhibition above about 50%
# Target sequence (Q96LD8 whole entry, looked up): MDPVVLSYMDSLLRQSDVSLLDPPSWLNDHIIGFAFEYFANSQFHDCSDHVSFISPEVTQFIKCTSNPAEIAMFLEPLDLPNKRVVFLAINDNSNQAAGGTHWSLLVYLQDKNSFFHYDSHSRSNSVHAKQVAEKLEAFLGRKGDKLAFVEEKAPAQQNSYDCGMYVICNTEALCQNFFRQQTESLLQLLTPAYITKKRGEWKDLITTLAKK
# Apaf-1 inh – blocks human Apaf-1 apoptosome activity | reconstituted apoptosome caspase-3 activity, DEVD-Rh110 fluorescence | inhibition, % at 20 µM | 330,000 tested, 0.71% active; active = inhibition of at least 40% at 20 µM;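 note: plate controls were DMSO wells for no effect and DEVD-CHO caspase inhibitor wells for full effect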
#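 Assay system – apoptosome proteins · Medium – Hepes buffer, pH 7.5 · Also added – cytochrome c with DEVD-Rh110 · Timing – 30 min compound preincubation, 50 min activation, room temperature · Detection – Rh110 fluorescence, excitation 480 nm, emission 540 nm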
# SENP8 block-2 – inhibitors of human SENP8 protease; Q96LD8; recombinant SENP8, Nedd8 substrate fluorescence; inhibition, % at 20 µM; 360,000 tested, 0.64% active; AID 602440; in the data active = inhibition mostly above about 40%, no sharp cut-off; inactive = mostly below about 27%
# PfGluPho inh – PfG6PD (Plasmodium falciparum) enzyme inhibition; 350,000 tested, 0.78% active; AID 504690; inhibition, % at 20 µM; PfGluPho enzyme, NADPH resazurin-diaphorase fluorescence;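 active = inhibition reaching at least a set limit at 20 µM in the primary screen, cut at about 59% in these data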;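 note: 0% = DMSO wells with substrate and 100% = DMSO wells lacking glucose-6-phosphate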
# SENP6 block – inhibitors of human SENP6 protease; Q9GZR1; Recombinant SENP6 catalytic domain, aminoluciferin luminescence; inhibition, % at 10 µM; 330,000 tested, 1.8% active;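 active = inhibition above about 50% at the single tested dose, limit read from the data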;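 note: plate controls were DMSO wells with enzyme for no effect and DMSO wells lacking enzyme for full effect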
# Target sequence (Q9GZR1 628-1112 limits assumed): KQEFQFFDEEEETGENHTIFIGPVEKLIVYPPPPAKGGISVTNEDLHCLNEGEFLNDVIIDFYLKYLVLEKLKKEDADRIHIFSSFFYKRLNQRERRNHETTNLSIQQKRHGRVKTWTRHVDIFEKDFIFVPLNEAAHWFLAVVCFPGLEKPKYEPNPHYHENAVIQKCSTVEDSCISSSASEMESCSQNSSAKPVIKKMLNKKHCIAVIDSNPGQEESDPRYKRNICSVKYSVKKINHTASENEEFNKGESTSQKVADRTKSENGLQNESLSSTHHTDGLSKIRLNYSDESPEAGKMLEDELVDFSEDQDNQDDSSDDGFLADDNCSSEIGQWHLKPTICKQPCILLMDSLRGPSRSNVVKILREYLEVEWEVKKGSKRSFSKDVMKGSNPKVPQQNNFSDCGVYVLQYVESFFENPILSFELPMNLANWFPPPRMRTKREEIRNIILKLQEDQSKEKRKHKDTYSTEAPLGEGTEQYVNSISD
# SENP7 inh – inhibitors of human SENP7 protease | Q9BQF6 | inhibition, % at 5 µM | 330,000 tested, 1.5% active | recombinant SENP7, Z-RLRGG-aminoluciferin luminescence, 40 min;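 active = inhibition above about 50% at the single test dose, limit read from the data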;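 note: plate controls were DMSO with enzyme for no effect and no enzyme buffer wells for full effect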
# Target sequence (Q9BQF6 706-1050 limits assumed): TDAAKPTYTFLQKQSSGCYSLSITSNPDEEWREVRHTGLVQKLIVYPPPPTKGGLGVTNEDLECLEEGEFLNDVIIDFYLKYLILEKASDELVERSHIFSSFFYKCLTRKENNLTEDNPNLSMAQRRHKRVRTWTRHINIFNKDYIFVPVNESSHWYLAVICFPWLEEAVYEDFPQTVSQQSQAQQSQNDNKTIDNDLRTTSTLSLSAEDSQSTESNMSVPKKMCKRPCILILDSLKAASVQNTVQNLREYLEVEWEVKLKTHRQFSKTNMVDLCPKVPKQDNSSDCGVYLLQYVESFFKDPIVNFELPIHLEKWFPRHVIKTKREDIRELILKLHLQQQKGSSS
# HKDC1 inhibitor – blocks human hexokinase HKDC1 activity; Q2TB90; 340,000 tested, 0.16% active; recombinant HKDC1, G6PDH/diaphorase resazurin coupled fluorescence; inhibition, % at 20 µM; AID 493160;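 active = inhibition above about 35% when tested at 20 µM, limit read from the data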;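 note: plate controls were DMSO wells with enzyme for no effect and DMSO wells lacking enzyme for full effect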
#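 Material – in-house recombinant HK5 (HKDC1) enzyme · Quantity – HKDC1 at 5 µg/mL · Buffer or medium – pH 8.0 Tris buffer with 10 mM MgCl2 · Reagent – glucose with 1 mM ATP · Dosing – single 20 µM dose · Times – reaction time 90 min, room temperature, protected from light · Technique – resorufin fluorescence at 613 nm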
# * hit, by the source's call; x = no result given.
cpd	Molecule	SENP1 inh	SENP8 block-1	Apaf-1 inh	SENP8 block-2
1	Cc1cccc(NC(=O)Nc2cnccn2)c1C	2	-7	2	-28
2	CC[C@@H]1C(c2ccc(F)cc2)=NN(c2ccccc2)[C@H]1C(=O)N1CCOC1=O	11	x	21	-379
3	Cc1ccccc1C(=O)Nc1ccc2c(c1)OCO2	1	17	5	28
4	COc1ccc(N(C(=O)Cn2cnc3ccccc32)C(C(=O)NC2CCCCC2)c2ccccc2)cc1 (stereo not drawn)	-1	2	6	10
5	COCCCNC(=O)CC1C[C@H](C(=O)N2CCCCC2)[C@@]2(C)c3[nH]c4ccc(OC)cc4c3CCN2C1=O (stereo partly drawn)	3	x	11	11
6	CN(C)S(=O)(=O)N1CCC(Oc2ccc(C(=O)NC3CCCCC3)cc2)CC1	1	-2	2	3
7	CSCCC(NS(=O)(=O)c1ccc(C)cc1)C(=O)NNC(=O)c1csc(N2CCOCC2)n1 (stereo not drawn)	6	-9	5	-2
8	Nc1ccccc1S(=O)(=O)C(F)F	-1	13	-16	15
9	CCOC(=O)c1oc2ccccc2c1CN1CCOCC1	1	3	7	4
10	CCCC(=O)N=C1SC2CS(=O)(=O)CC2N1c1ccc(CC)cc1 (stereo not drawn)	0	-2	-2	29
11	COc1ccc(NC(=O)C(C)N2C(=O)c3ccccc3S2(=O)=O)c(OC)c1 (stereo not drawn)	0	3	9	18
12	CCOc1ccc(/C=C/C2=NNC(=O)CC2)cc1	1	55*	7	-5

cpd	PfGluPho inh	SENP6 block	SENP7 inh	HKDC1 inhibitor
1	8	-14	4	-2
2	22	x	4	-2
3	-12	28	39	-7
4	10	-10	-4	12
5	5	x	2	7
6	1	-29	1	-7
7	-11	-6	1	0
8	-3	-3	4	-2
9	-14	0	1	-6
10	-7	1	-5	-3
11	-4	-14	1	-4
12	-11	70*	74*	-2

# The listing continues.
cpd	Molecule	SENP1 inh	SENP8 block-1	Apaf-1 inh	SENP8 block-2
13	COc1ccc(N2CC(C(=O)NC3CCCCC3)CC2=O)cc1 (stereo not drawn)	1	-2	-1	3
14	CCOCC(=O)Nc1nc2c(s1)C(=O)CC(C)(C)C2	-27	3	7	-29
15	Cc1ccc(-c2nnc(SCC(=O)NCCN3C(=O)CSC3=O)n2C)cc1	1	-1	-5	10
16	Cc1cc(OCCN2CCCCCC2)ccc1[N+](=O)[O-]	-1	-16	1	26
17	COc1c(C(=O)NC(=S)Nc2nnn(C)n2)cc2ccccc2c1Br	1	-8	3	22
18	CCN(C[C@H]1N[C@@](CC)(C(=O)OC)[C@H]2C(=O)N(Cc3ccccc3)C(=O)[C@@H]12)S(=O)(=O)c1ccc(C)cc1	3	3	16	-2
19	CC[C@]12c3[nH]c4ccc(OC)cc4c3CCN1C(=O)C(CC(=O)NC(C)(C)C)C[C@@H]2C(=O)N1CCN(C(=O)c2ccco2)CC1 (stereo partly drawn)	0	x	14	-3
20	COc1cccc(Cn2c(Oc3cccc(C)c3)nc3c2c(=O)n(C)c(=O)n3C)c1	1	2	22	22
21	COC(=O)c1ccc(-c2ccco2)n1Cc1cc(C)ccc1C	1	-1	8	-20
22	COc1ccccc1OCCC(=O)NCc1ccc2c(c1)OCO2	1	0	-6	8
23	CCc1nnc(NC(=O)CSc2sc3c(O)cc(=O)[nH]c3c2C#N)s1	-23	4	8	-46
24	CCn1ccnc1CN(C)Cc1c(C(=O)N2CCCCCCC2)nc2ccc(Cl)cn12	-5	-1	8	1

cpd	PfGluPho inh	SENP6 block	SENP7 inh	HKDC1 inhibitor
13	-4	-15	-10	-7
14	-16	5	-3	-5
15	13	2	6	-4
16	-8	-10	-9	15
17	2	13	-7	2
18	9	3	8	9
19	8	x	5	-7
20	-1	12	7	-3
21	-8	-3	-8	0
22	-2	-7	1	-4
23	6	0	7	21
24	3	2	0	-5

# Part of the list above, set out differently.
14	CCOCC(=O)Nc1nc2c(s1)C(=O)CC(C)(C)C2
  SENP1 inh: -27
  SENP8 block-1: 3
  Apaf-1 inh: 7
  SENP8 block-2: -29
  PfGluPho inh: -16
  SENP6 block: 5
  SENP7 inh: -3
  HKDC1 inhibitor: -5

15	Cc1ccc(-c2nnc(SCC(=O)NCCN3C(=O)CSC3=O)n2C)cc1
  SENP1 inh: 1
  SENP8 block-1: -1
  Apaf-1 inh: -5
  SENP8 block-2: 10
  PfGluPho inh: 13
  SENP6 block: 2
  SENP7 inh: 6
  HKDC1 inhibitor: -4

16	Cc1cc(OCCN2CCCCCC2)ccc1[N+](=O)[O-]
  SENP1 inh: -1
  SENP8 block-1: -16
  Apaf-1 inh: 1
  SENP8 block-2: 26
  PfGluPho inh: -8
  SENP6 block: -10
  SENP7 inh: -9
  HKDC1 inhibitor: 15

# The list goes on:
cpd	Molecule	SENP1 inh	SENP8 block-1	Apaf-1 inh	SENP8 block-2
25	CC(=O)Nc1ccc2c(c1)C(=Nc1ccc(C)cc1)c1ccccc1-2	4	x	x	23
26	N#CCCC(CCC#N)(CCC#N)c1cc[n+](CCc2ccccn2)cc1	0	-2	-2	10
27	O=C(Nc1ccc(Cl)cc1)N1CC=CCC1	2	-1	-25	18
28	CCN(CC)CC#CCC(O)(c1ccccc1)C1CCCCC1 (stereo not drawn)	-2	-5	13	8
29	C/C(=N\NC(=O)c1ccoc1C)c1ccc(Br)s1	1	-13	15	6
30	CCOC(=O)c1cc(CC)sc1NC(=O)CN1C(=O)C(=O)N(CC(C)C)C1=O	-1	0	18	7
31	O=C(O)c1nc2nc(Cl)c(Cl)nc2[nH]1	-28	-2	4	-42
32	CCC(=O)Nc1cc(-c2nc3ncccc3o2)ccc1Cl	1	-3	4	-54
33	[O-]C1=N/[N+](=C/c2ccccc2)CC1	0	-4	-5	19
34	Cc1cccc(C(=O)N/N=C/c2ccc3c(c2)OCO3)n1	2	4	6	-32
35	CC(C)(C)CC(=O)NC(=S)NCc1ccccc1	1	-4	12	14
36	Cc1ccc(S(=O)(=O)N(C)c2ccc3sc(C)nc3c2)cc1	3	-13	9	8

cpd	PfGluPho inh	SENP6 block	SENP7 inh	HKDC1 inhibitor
25	17	x	x	6
26	6	-12	1	-3
27	-1	-8	4	0
28	16	-35	-6	-4
29	1	-23	11	-2
30	-12	11	-5	-1
31	1	7	-5	-2
32	1	14	5	-7
33	13	-9	5	0
34	2	-10	3	-4
35	-11	5	6	2
36	17	-35	-7	-13

# Other structures:
cpd	Molecule	SENP1 inh	SENP8 block-1	Apaf-1 inh	SENP8 block-2
37	O=C(Nc1cccc(F)c1)C1CCCN1S(=O)(=O)c1cccc2cccnc12 (stereo not drawn)	5	-2	10	-1
38	C=CCn1c(SCc2nnc(-c3ccccc3)o2)nnc1C(O)c1ccccc1 (stereo not drawn)	2	3	-1	8
39	CCNC(=O)c1cc(S(=O)(=O)N2CCSCC2)ccc1OC	4	-9	-2	5
40	CCC(C)(C)n1nnnc1C(c1ccncc1)N1CCC(Cc2ccccc2)CC1 (stereo not drawn)	-2	-6	24	26
41	Cc1ccc(-c2nn3c(C)nnc3s2)cc1NC(=O)c1ccc(-c2cccc(Cl)c2)o1	-5	0	20	-38
42	Cc1ccc2nsnc2c1S(=O)(=O)NCc1ccc2c(c1)OCO2	-2	-5	13	20
43	COc1ccc2c(c1O)-c1ccccc1CCN(C)C2	-1	-10	9	32
44	O=c1c2c(nc3n1CCS3)c1cc(F)ccc1n2Cc1cc(=O)n2cc(Cl)ccc2n1	x	2	-9	x
45	COc1ccc(Nc2nc(Cl)c(C=O)s2)cc1	-31	13	-3	-340
46	CCOc1ccc(OCCSc2nc(N)cc(=O)[nH]2)cc1	-1	13	-15	18
47	Cc1ccc(S(=O)(=O)N2CCN(CC(O)CN3CCOCC3)CC2)cc1 (stereo not drawn)	2	2	-10	3
48	Cc1ccc(N=Cc2c(O)n(-c3ccc4c(c3)OCO4)c(=O)c3ccccc23)cc1	-113	3	14	28

cpd	PfGluPho inh	SENP6 block	SENP7 inh	HKDC1 inhibitor
37	3	-4	-1	-7
38	4	3	5	-11
39	-6	-12	5	-6
40	-1	-13	-5	-1
41	18	-2	5	-1
42	-1	-17	-8	2
43	-6	-11	6	-4
44	62*	-32	10	7
45	x	-24	13	x
46	-11	7	22	-3
47	-4	-15	0	-6
48	-20	-17	8	0

# More records.
cpd	Molecule	SENP1 inh	SENP8 block-1	Apaf-1 inh	SENP8 block-2
49	CCOc1cc(/C=N\NC(=O)c2ccc(NC(=O)C(C)(C)C)cc2)ccc1OC(=O)c1ccc(C)cc1	3	-2	13	11
50	O=C(C1CCN(S(=O)(=O)c2cccc3cccnc23)CC1)N1CCN(Cc2ccccc2)CC1	-9	0	8	-7
51	CCOc1ccc2nc3cc(N=Nc4ccc(N)nc4N)ccc3c(N)c2c1	-26	x	x	-422
52	Cc1cc(N2CCN(Cc3cn(C)nc3-c3ccccc3F)CC2)cc(C)n1	-3	-5	-14	6
53	COc1ccccc1CC(=O)NC1CCCc2ccccc21 (stereo not drawn)	-1	-7	-3	9
54	O=C([O-])c1cc(-c2ccccc2)cc(-c2ccccc2)[n+]1CCc1ccc(Cl)cc1	1	x	x	-140
55	CCOc1ccc(CN(C)c2ccc(S(=O)(=O)N3CCN(C)CC3)cc2[N+](=O)[O-])cc1OC	2	-2	20	22
56	C/C(=N/NC(=O)CNC(=O)c1cccc(F)c1)c1ccc2c(c1)CCCC2	3	-1	6	6
57	CC(=O)c1sc(NS(=O)(=O)c2ccc(C)cc2)nc1-c1ccccc1	0	-3	13	9
58	C=CCn1c(SCC(=O)Nc2sccc2C(N)=O)nc2ccccc2c1=O	0	5	-7	2
59	CC(=O)N1CCOc2ccc(S(=O)(=O)NCCc3ccccc3)cc21	1	-3	3	-19
60	O=C(Nc1ccc(Br)cc1F)c1ccc2c(c1)OCCO2	1	80*	5	3
61	COc1ccc(CC(=O)Nc2ccc(C)cc2O)cc1S(=O)(=O)N1CCOCC1	-6	11	14	-7
62	CN(C)CCCn1c(=O)n(CCc2ccccc2)c(=O)c2c3c(sc21)CCCCC3	4	-5	22	15
63	CCOC(=O)c1c(S(=O)(=O)N2CCCC(C(=O)Nc3cccc(C)n3)C2)c(C)n(C)c1C (stereo not drawn)	1	8	0	4

cpd	PfGluPho inh	SENP6 block	SENP7 inh	HKDC1 inhibitor
49	0	-11	-5	-10
50	12	-10	2	-7
51	58	x	x	37*
52	-6	-5	-2	6
53	-15	2	-15	9
54	1	x	x	-2
55	14	-7	0	-1
56	5	-16	-10	-2
57	-25	5	0	-1
58	9	3	2	-6
59	-8	0	-3	-4
60	18	90*	86*	-1
61	-6	-1	1	0
62	18	-14	5	8
63	10	5	-1	-3

# Three records drawn at random from those above:
cpd	Molecule	SENP1 inh	SENP8 block-1	Apaf-1 inh	SENP8 block-2
50	O=C(C1CCN(S(=O)(=O)c2cccc3cccnc23)CC1)N1CCN(Cc2ccccc2)CC1	-9	0	8	-7
55	CCOc1ccc(CN(C)c2ccc(S(=O)(=O)N3CCN(C)CC3)cc2[N+](=O)[O-])cc1OC	2	-2	20	22
51	CCOc1ccc2nc3cc(N=Nc4ccc(N)nc4N)ccc3c(N)c2c1	-26	x	x	-422

cpd	PfGluPho inh	SENP6 block	SENP7 inh	HKDC1 inhibitor
50	12	-10	2	-7
55	14	-7	0	-1
51	58	x	x	37*

# From PubChem

# No enrichment for hits, and some 3.6% of all compounds hit somewhere here.
